Source: PubChem BioAssay
Epigenetic reg: Quantitative High-Throughput Screen for Regulators of Epigenetic Control. murine LDR cells, GFP reporter derepression, 30 h. Potency, µM (titrated, usually from 53.9 µM), for the others: at the highest dose GFP activation, usual class: activators. hit rate 0.2% among 280,000; also: potency is read from the fitted curve at half-maximal effect; % of control where 0% means no effect; nearly all actives have a fitted effect of over 60% in size
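Reporter derepression read as number of fluorescent GFP-positive objects, 20-120 um in size, counted by laser-scanning cytometer. Mouse LDR line with an epigenetically silenced CMV-GFP locus; compound incubation 30 h, 37 C.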
CBFb-RUNX1 inh: qHTS Assay for Compounds Blocking the Interaction Between CBF-beta and RUNX1 for the Treatment of Acute Myeloid Leukemia. Runt-related transcription factor 1 (Homo sapiens) + Core-binding factor subunit beta …. AlphaScreen CBFb-His/RUNX1-biotin binding, biochemical. Potency, µM (doses to about 59.8 µM), inactives show top-dose activity, negative = inhibition, usual class: inhibitors. 230,000 tested, under 10 active. AID 1477, 2009; also: % of control where 0% means no effect
Target sequence (Q01196 whole entry, looked up): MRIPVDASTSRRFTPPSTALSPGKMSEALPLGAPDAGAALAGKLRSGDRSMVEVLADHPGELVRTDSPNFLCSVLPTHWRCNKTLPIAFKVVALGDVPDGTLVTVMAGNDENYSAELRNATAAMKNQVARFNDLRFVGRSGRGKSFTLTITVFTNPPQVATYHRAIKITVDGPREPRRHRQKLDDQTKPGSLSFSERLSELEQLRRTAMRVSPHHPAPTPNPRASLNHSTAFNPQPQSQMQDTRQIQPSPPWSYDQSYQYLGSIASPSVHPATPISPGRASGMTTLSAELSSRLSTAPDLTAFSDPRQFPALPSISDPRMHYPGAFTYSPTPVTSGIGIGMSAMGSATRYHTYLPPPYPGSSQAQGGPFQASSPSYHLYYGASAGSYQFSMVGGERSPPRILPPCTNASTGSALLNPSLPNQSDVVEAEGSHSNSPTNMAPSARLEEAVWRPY
Target sequence (Q13951 whole entry, looked up): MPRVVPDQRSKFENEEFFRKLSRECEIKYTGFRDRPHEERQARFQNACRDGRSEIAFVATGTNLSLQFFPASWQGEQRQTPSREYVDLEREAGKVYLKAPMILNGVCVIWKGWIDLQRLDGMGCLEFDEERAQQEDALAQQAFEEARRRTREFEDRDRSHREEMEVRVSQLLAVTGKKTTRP
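AlphaScreen proximity signal reports loss of binding between His-tagged CBF-beta and biotin-labelled RUNX1, each at 30 nM. Proteins are pre-associated for 20 minutes, compounds added for 15 minutes, then beads for 90 minutes, all at ambient temperature.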
NPSR antagonist: qHTS Assay for Antagonists of the Neuropeptide S Receptor: cAMP Signal Transduction; Q6W5P4; CHO-NPSR cells, cAMP TR-FRET, antagonist mode; Potency, µM (doses to about 38.3 µM), for inactives: at the top dose activity change, negative = inhibition, actives largely listed as inhibitors; hit rate 1% among 220,000; also: potency is read from the fitted curve at half-maximal effect; % is scaled to controls: 0 for no effect and ±100 for the full control effect; nearly all actives have a fitted effect of over 50% in size; many of its hits are not listed in these tables
Target sequence (Q6W5P4 whole entry, looked up): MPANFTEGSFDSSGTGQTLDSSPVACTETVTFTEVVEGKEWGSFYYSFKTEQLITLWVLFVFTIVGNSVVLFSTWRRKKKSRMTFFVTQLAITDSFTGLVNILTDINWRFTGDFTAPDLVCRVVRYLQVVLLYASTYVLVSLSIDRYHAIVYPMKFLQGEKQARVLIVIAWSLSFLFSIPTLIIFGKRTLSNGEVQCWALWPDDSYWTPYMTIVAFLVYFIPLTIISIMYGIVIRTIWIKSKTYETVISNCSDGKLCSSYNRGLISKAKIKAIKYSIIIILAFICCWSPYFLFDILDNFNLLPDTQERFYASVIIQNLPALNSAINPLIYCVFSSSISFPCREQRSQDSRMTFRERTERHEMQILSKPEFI
IMPase Li inh: qHTS Assay for Identifying the Cell-Membrane Permeable IMPase Inhibitors: Potentiation with Lithium; Potency, µM (doses to about 59.4 µM), for inactives: at the highest dose activity, negative = IMPase inhibition, actives largely listed as inhibitors; CHO-M1 cells, IP1 TR-FRET (IP-One), carbachol + lithium; hit rate 0.35% among 210,000;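 also: IP1 builds up when IMPase is blocked and the TR-FRET signal falls; potency is read from the fitted curve at half-maximal effect; plate controls were basal vehicle for no effect and high inhibitor control for full effect; nearly all actives have a fitted effect of over 50% in size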
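Steps: plate 2000 CHO-M1 cells per well and culture 16–30 h; add compound and lithium; incubate 30 min, 37C; add d2-IP1 tracer and Eu cryptate anti-IP1 antibody in lysis buffer; read after 10 min at room temperature.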
aGal spleen mod: qHTS Assay for Inhibitors and Activators of Human alpha-Galactosidase From Spleen Homogenate. AID 2107, 2009. hit rate 0.008% among 240,000. Alpha-galactosidase A (Homo sapiens), P06280. human spleen homogenate, 4MU-alpha-Gal fluorescence, 40 min. Potency, µM (titrated, usually from 80 µM), without a hit: at the highest dose activity change, negative = inhibition, usual class: inhibitors;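 also: potency is read from the fitted curve at half-maximal effect; 0% = enzyme with vehicle and -100% = no enzyme basal signal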
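Fluorogenic readout (Ex 365/Em 440 nm) of 4-methylumbelliferone released from 1 mM 4-MU-alpha-galactoside by spleen homogenate, 40 min at 37C, pH 5.0. Data normalized to no-enzyme and enzyme controls; Hill-equation AC50 from compound titrations.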
Lamin A splicing: qHTS Assay for Modulators of Lamin A Splicing. Potency, µM (series often up to 46.1 µM), inactives show top-dose ratio change, negative = inhibition, most hits filed as inhibitors. HeLa LMNA splicing GFP/RFP minigene ratio, 48 h. hit rate 0.01% among 200,000; active = well fitted inhibition curve with a large enough effect in the signal ratio, with a control signal flat, not every such curve was filed as active; inconclusive = small, poorly fitted or top-dose-only effect, or effect the other way, or a change in a side signal; the % refers to the signal ratio; also: potency is read from the fitted curve at half-maximal effect; % is scaled to controls: 0 for no effect and ±100 for the full control effect
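S3 HeLa cells stably expressing lamin A-EGFP splicing minigene plus DsRed2, 600 cells/well, 48 h compound exposure at 37C. Laser-scanning cytometry; analysed as GFP (500-530 nm)/RFP (575-640 nm) total intensity ratio; 0.5% DMSO vehicle.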
KinaseGlo FLuc: Counterscreen for Luciferase (Kinase-Glo TM) Inhibition; Kinase-Glo luciferase, ATP luminescence, 8 min; Potency, µM (titrated, usually from 38.3 µM), for the others: top-dose activity change, negative = inhibition, most hits filed as inhibitors; hit rate 0.28% among 200,000; also: potency is read from the fitted curve at half-maximal effect; % is scaled to controls: 0 for no effect and ±100 for the full control effect; nearly all actives have a fitted effect of over 60% in size
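Compounds were added to a substrate mix at pH 7.2 (50 mM imidazole, 10 uM ATP, within the enzyme's linear range), followed by Kinase-Glo detection reagent; luminescence was measured after 8 minutes at ambient temperature.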
Active calls of the source: *; ? = inconclusive; / = no result given; [ ] = remark or other dose. Unless noted, calls follow the shape of the dose curve; as a rule, active = well fitted curve in the direction sought with a large enough effect; inconclusive = small, poorly fitted or top-dose-only effect, or another doubt; inactive = no such curve, though single readings can be large; an effect the other way counts as inactive or inconclusive. These rows are one share of the data; rates above refer to the full screens.

nr	SMILES	CBFb-RUNX1 inh	IMPase Li inh	NPSR antagonist	KinaseGlo FLuc
1	COc1cc(C(=O)NC(=S)Nc2ccc(N3CCCC3)cc2)cc(OC)c1OC	/	/	15.7%[46.1 µM]	/
2	COc1cc(C2c3c(-c4ccccc4O)n[nH]c3C(=O)N2Cc2ccco2)cc(OC)c1OC (stereo not given)	-10.4%	/	-22.7%	/
3	COC(=O)c1cn(NC(=O)Cc2cccc(C(F)(F)F)c2)c(=O)c2ccccc12	8.8%	3.7%	-34.4%	-0.1%
4	CCOc1ccc(N(CC(=O)Nc2ccccc2C(=O)NC(C)CC)S(C)(=O)=O)cc1 (stereo not given)	14.9%	0.6%	-6.5%	-2.1%
5	CC[n+]1c(P(=O)([O-])c2ccccc2)[nH]c2ccccc21	1.1%	-4.2%[38.3 µM]	6.7%[46.1 µM]	-1.1%
6	CNc1nc(-c2ccc3c(c2)CCN3C(=O)CC(C)(C)C)c(C)s1	-0.2%	15.8%	-3.3%	1.1%
7	Cn1c(C(=O)OC(C(=O)NC2CCCC2)c2ccncc2)cc2sccc21 (stereo not given)	9.1%	-20.4%[38.3 µM]	-28.2%[46.1 µM]	-1.7%
8	Cc1cc(C(=O)NCC2COc3ccccc3O2)c2ccccc2n1 (stereo not given)	-1.4%	5.8%	1.9%	0.7%

nr	aGal spleen mod	Epigenetic reg	Lamin A splicing
1	-6.4%	0.9%	?
2	-3.4%	1.0%	/
3	-0.8%	-1.1%	-3.9%[9.22 µM]
4	4.3%	-5.0%	2.5%
5	-16.8%	0.9%	-3.1%
6	-1.0%	0.0%	/
7	-0.6%	0.0%	1.0%
8	2.5%	0.9%	?

nr	SMILES	CBFb-RUNX1 inh	IMPase Li inh	NPSR antagonist	KinaseGlo FLuc
9	CC(=O)N(Cc1c(C)nn(-c2ccccc2)c1Cl)c1ccc(Cl)cc1	-0.4%	3.3%[38.3 µM]	?	-1.8%
10	CCOc1ccccc1CN1CCN(Cc2csc(C(C)=O)c2)CC1CCO (stereo not given)	2.6%	8.1%	-19.8%	/
11	CCOc1ccc(-n2c(Cc3cc(=O)[nH]c(=O)[nH]3)nnc2SC(C)C)cc1	0.5%	-1.2%[38.3 µM]	-1.1%[46.1 µM]	-5.1%
12	COc1cc(/C=C/c2ccc3cccc(OC)c3n2)c(O)c([N+](=O)[O-])c1	-19.3%	14.9%	-18.5%	-6.2%
13	COc1ccc(NS(=O)(=O)c2cn(C)cn2)cc1	4.2%	/	-16.3%[7.67 µM]	/
14	CCN(CC)S(=O)(=O)c1cc(C(=O)N2CCc3ccccc32)ccc1Cl	0.4%	28.7%[38.3 µM]	-21.3%[46.1 µM]	-4.1%
15	CCN(CC(=O)Nc1ccc2c(c1)OCCO2)Cc1cc(=O)oc2cc(C)c(C)cc12	0.7%	13.9%	-2.6%[46.1 µM]	-0.4%
16	COc1ccccc1C(=O)NNC(=O)c1ccccc1[N+](=O)[O-]	8.5%	1.3%	10.2%	0.2%

nr	aGal spleen mod	Epigenetic reg	Lamin A splicing
9	14.8%	-1.3%	5.5%
10	3.3%	3.6%	/
11	4.2%	1.0%	5.2%
12	-1.8%	-0.6%	/
13	3.3%	1.4%	/
14	-0.6%	-3.8%	?
15	2.7%	-6.0%	-7.0%
16	4.6%	0.0%	-13.0%

One compound at a time, as listed above.
Results for COc1ccccc1C(=O)NNC(=O)c1ccccc1[N+](=O)[O-] → CBFb-RUNX1 inh: 8.5%; IMPase Li inh: 1.3%; NPSR antagonist: 10.2%; KinaseGlo FLuc: 0.2%; aGal spleen mod: 4.6%; Epigenetic reg: 0.0%; Lamin A splicing: -13.0%
Results for CC(=O)N(Cc1c(C)nn(-c2ccccc2)c1Cl)c1ccc(Cl)cc1 → CBFb-RUNX1 inh: -0.4%; IMPase Li inh: 3.3%[38.3 µM]; NPSR antagonist: ?; KinaseGlo FLuc: -1.8%; aGal spleen mod: 14.8%; Epigenetic reg: -1.3%; Lamin A splicing: 5.5%

The list goes on:
nr	SMILES	CBFb-RUNX1 inh	IMPase Li inh	NPSR antagonist	KinaseGlo FLuc
17	CCOc1ccccc1Oc1coc2cc(OCC(=O)O)ccc2c1=O	-7.2%	-0.4%	9.3%	0.1%
18	COc1ccc(S(=O)(=O)N2CCCCCC2)cc1N	-6.0%	0.1%	11.2%	2.2%
19	O=C(NC1CCCCCC1)c1ccc(CN2CCOCC2)cc1	3.7%	-8.0%[38.3 µM]	-4.5%[46.1 µM]	-2.7%
20	COc1cc(/C=N/NC(=O)c2cccc(NC(=O)c3ccccc3Cl)c2)ccc1O	-4.1%	-1.5%	-11.1%	0.7%
21	CC(=O)NC1C(Oc2ccc(C=O)cc2)OC(COC(C)=O)C(OC(C)=O)C1OC(C)=O (stereo not given)	7.9%	-9.1%	-0.2%	-0.7%
22	CNC1=CN=C(c2ccccc2)c2cc(Cl)ccc2N1	-2.9%	-3.3%	/	-0.3%[39.9 µM]
23	O=C(O)/C=C\C(=O)Nc1ccc(N2CCN(c3cccc(Cl)c3)CC2)cc1	-21.1%	8.0%	-13.2%	4.7%
24	Cn1c(CCNC(=O)C2CCCCC2)nc2cc(NC(=O)c3cccs3)ccc21	3.9%	6.8%	7.9%	0.5%

nr	aGal spleen mod	Epigenetic reg	Lamin A splicing
17	7.1%	8.0%	?
18	-1.3%	-1.3%	0.0%[46 µM]
19	-2.6%	0.0%	28.5%
20	4.1%	-4.2%	/
21	-11.8%	2.1%	?
22	-8.7%	-0.6%	/
23	1.2%	3.0%	-11.3%[46 µM]
24	3.4%	-0.5%	/

nr	SMILES	CBFb-RUNX1 inh	IMPase Li inh	NPSR antagonist	KinaseGlo FLuc
25	Clc1ccc(-n2cccc2/C=N/n2cnnc2)cc1	2.8%	-10.1%[38.3 µM]	5.1%[46.1 µM]	-1.6%
26	Cc1cc(C)cc(NC(=S)N(C)C)c1	1.8%	/	-14.2%	/
27	CC(=O)Nc1ccc(OCC(O)Cn2nc(C)nc2C)cc1 (stereo not given)	5.0%	6.7%[38.3 µM]	-1.4%[46.1 µM]	4.2%
28	c1ccc(C[n+]2c(-c3ccccc3)csc2Nc2ccccc2)cc1	-5.1%	26.9%	-25.1%	-0.4%
29	CCCCN(C(=O)CNC(=O)c1cccs1)C(C(=O)NC1CCCCC1)c1cccnc1 (stereo not given)	3.9%	6.8%	-0.7%[46.1 µM]	1.5%
30	CCCS(=O)(=O)N1CCC(C(=O)NCCCOCC)CC1	11.5%	/	1.7%[46.1 µM]	/
31	O=C1CCCc2c1[nH]c1ccccc21	0.1%	/	-5.8%[46.1 µM]	/
32	Cc1ccc(-n2c(C)nc3c(cnn3-c3ccc(F)cc3)c2=O)cc1C	1.3%	2.9%[38.3 µM]	-18.7%[46.1 µM]	3.7%

nr	aGal spleen mod	Epigenetic reg	Lamin A splicing
25	-3.4%	-7.5%	-4.9%
26	13.4%	0.8%	/
27	0.9%	0.0%	10.7%
28	-12.4%	-0.3%	?
29	24.2%	0.0%	-3.9%
30	-2.5%	1.0%	?
31	6.2%	1.0%	-5.4%
32	-3.6%	-1.1%	-10.7%

nr	SMILES	CBFb-RUNX1 inh	IMPase Li inh	NPSR antagonist	KinaseGlo FLuc
33	Cc1ccc2cc3cc(C(=O)NCCC(C)C)oc3nc2c1	2.0%	3.4%[38.3 µM]	-4.7%[46.1 µM]	-1.9%
34	O=S(=O)(c1ccccc1)N1CCC2(CC1)CN(Cc1nccs1)C2	/	12.2%	/	2.5%
35	Cc1cnc(CNc2ncncc2-c2ccccc2C)cn1	/	0.6%	/	/
36	CCOC(=O)N1CC=C2C(C#N)=C(N)C(C#N)(C#N)[C@H](c3ccc(OCC)c(OCC)c3)[C@H]2C1	5.3%	23.8%[38.3 µM]	-15.2%[46.1 µM]	1.5%
37	O=C(c1ccc(Cl)cc1)N1CCCC(c2ccccc2)=N1	3.7%	-2.2%[38.3 µM]	-24.5%[46.1 µM]	0.4%
38	COC(=O)c1c(C)oc(C)c1S(=O)(=O)N1CCOCC1	6.8%	/	-27.7%	/
39	COC(=O)c1ccccc1NC(=O)CSc1nccn1C	-2.2%	-4.6%[38.3 µM]	-5.1%[46.1 µM]	-1.8%
40	Cn1nc(C(F)(F)F)c2cc(C(=O)Nc3ccc(F)cc3F)sc21	14.5%	5.2%	-21.1%[46.1 µM]	-0.2%

nr	aGal spleen mod	Epigenetic reg	Lamin A splicing
33	0.6%	-0.1%	-11.1%
34	-13.6%	/	/
35	1.2%	/	0.3%
36	4.8%	1.0%	0.4%
37	-5.0%	-2.3%	8.3%
38	9.3%	0.0%	/
39	-7.2%	6.1%	3.5%
40	2.8%	-3.4%	-6.0%

nr	SMILES	CBFb-RUNX1 inh	IMPase Li inh	NPSR antagonist	KinaseGlo FLuc
41	Cc1cc(C)n(S(=O)(=O)c2ccc(C(C)(C)C)cc2)n1	11.6%	2.3%[38.3 µM]	-8.2%[46.1 µM]	3.8%
42	CCCCN(C(=O)c1c(C)[nH]c(C(=O)OCC)c1C)c1ccccc1	2.2%	15.4%[38.3 µM]	-10.2%[46.1 µM]	-0.9%
43	Cc1ccc(/C=N/NC(=O)NN(C)c2ncc(C(F)(F)F)cc2Cl)cc1	15.8%	5.1%	6.0%	1.1%
44	CCc1ccc(OCC(=O)Nc2ccc3c(c2)COC3=O)cc1	6.6%	-8.2%[38.3 µM]	-4.9%[46.1 µM]	-1.0%
45	O=c1[nH]c(SCCOc2cccc3ccccc23)nc2ccccc12	-10.7%	8.8%	-7.4%	-0.9%
46	CN(C)c1ccc(C2C3C(=O)NC(=O)C3ON2c2ccc(Cl)cc2)cc1 (stereo not given)	-3.7%	-8.0%[38.3 µM]	-19.1%[46.1 µM]	-3.4%
47	CN1CCc2c(sc(NC(=O)c3ccc(S(=O)(=O)N4CCc5ccccc54)cc3)c2C(N)=O)C1	-4.3%	/	-35.0%	/

nr	aGal spleen mod	Epigenetic reg	Lamin A splicing
41	-0.4%	-0.8%	0.7%
42	-5.5%	7.6%	10.0%
43	-6.9%	1.2%	/
44	5.1%	-1.7%	2.2%
45	-3.2%	-0.1%	/
46	7.2%	0.8%	-8.6%
47	-1.6%	?	/
